STEP inh: inhibitors of human striatal-enriched phosphatase STEP; AID 588621; 0.25% of 360,000 active; inhibition, % at 20 µM; P54829; recombinant STEP, OMFP fluorogenic substrate, fluorescence;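 active means inhibition at 20 µM, scaled per plate between control wells, above about 37%, limit read from the data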;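 further: 0% = DMSO with enzyme and substrate and 100% = substrate only without enzyme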
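Assay system: isolated STEP enzyme / Timing: 20 min at room temperature, dark / Doses: 20 µM, 1% DMSO / Technique: fluorescence intensity, excitation 480 nm, emission 540 nm / Reagent: fluorogenic phosphatase substrate OMFP at 25 µM final / Measure: percent inhibition scaled to no-enzyme and uninhibited-enzyme controls, plate-pattern corrected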
Scp-1 inhibitor: Scp-1 (human) phosphatase inhibition. Q9GZU7. Recombinant Scp1, phosphopeptide, malachite green phosphate absorbance. inhibition, % at 20 µM. 0.88% of 340,000 active;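 active means inhibition above about 50% at 20 µM, limit read from the data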;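 further: plate controls were DMSO wells with enzyme for no effect and wells lacking enzyme for full effect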
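Material: truncated SCP-1 phosphatase (76-261aa) / Buffer or medium: 50 mM Tris acetate pH 5.5, 0.005% Tween-20, 10 mM MgCl2 / Compound dosing: one concentration, 20 µM, with 1.0% DMSO / Incubation: 45 min room-temperature reaction, 5 min colour, 30 min stabiliser / Detection: colorimetric free-phosphate detection, absorbance 630 nm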
Rpn11 inh: inhibitors of human proteasome Rpn11; O00487; human 26S proteasome, Ub4-pepOG fluorescence polarization; 20S core pre-blocked with epoxomicin; calls only at 20 µM; 0.59% of 360,000 active;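 active means inhibition at 20 µM, scaled to each plate's controls, above about 33%, limit read from the data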
CSN deneddyl inh: blocks human CSN-mediated cullin deneddylation; inhibition, % at 12.5 µM; AID 651999; 0.38% of 360,000 active; Purified CSN, SCF-Nedd8-OG deneddylation, fluorescence polarization; Q92905;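 active means pattern-corrected inhibition above about 35%, with an unprinted fluorescence ratio check between 0.5 and 1.5, limit read from the data, passing the limit was not always enough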;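 further: 0% = enzyme with substrate and 100% = substrate without enzyme; some results filed as inactive read as strong as hits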
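Schedule: reaction 90 min, room temperature / Assay system: HEK293T-derived human Csn5 enzyme / Input: Csn5 at 0.24 nM final / Measure: inhibition of Csn5 cleavage, % / Control set: substrate-only high control, full reaction low control / Technique: fluorescence polarization of the substrate / Buffer or medium: Tris/NaCl/DTT buffer, pH 7.5 / Reagent: SCFSkp2-Nedd8OG substrate at 10 nM final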
LMPTP inh: LMPTP (human) inhibition. recombinant LMPTP-A, OMFP fluorogenic substrate, fluorescence intensity. P24666. 0.22% of 360,000 active. inhibition, % at 20 µM;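 active means compounds that cut the enzyme signal by at least half of the control window in the single-dose screen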;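 further: plate controls were DMSO wells with enzyme plus substrate for no effect and substrate without enzyme for full effect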
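Assay system: LMPTP-A enzyme. Input: 0.625 nM LMPTP-A final. Probe or stimulus: 400 µM OMFP. Compound dosing: single 20 µM dose. Schedule: 50 min dark incubation at room temperature. Detection: fluorescence intensity of OMFP turnover product. Read-out: percent inhibition versus substrate-only and uninhibited controls. Benchmarks: no-enzyme low control, uninhibited high control.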
SUMO1 PPI mod: alters human SUMO1 binding to SIM partners | 0.33% of 360,000 active | inhibition, % at 20 µM | AID 602429 | SUMO1 binding to a labelled peptide, TR-FRET, 1 h | P63165; in the data active means inhibition above about 37%
NadD inh: inhibitors of Staphylococcus aureus NadD; purified NadD enzyme, colorimetric absorbance read-out; inhibition, % at 20 µM; 0.78% of 360,000 active; AID 602399; in the data active means inhibition above about 26%; further: some compounds past the cut are filed as inactive
Neddyl block: cullin neddylation inhibition; 0.58% of 360,000 active; TR-FRET cullin neddylation, biochemical; P61081+Q13564; calls only at 25 µM; AID 651699; in the data active means inhibition above about 36%
Rin1 Abl inh: human Rin1-Abl interaction inhibition. TR-FRET Rin1/Abl binding, biochemical. 0.4% of 360,000 active. AID 588664. inhibition, % at 7.35 µM; in the data active means inhibition above about 5%, passing the limit was not always enough
DNMT1 inh: inhibitors of human DNMT1 | DNMT1 molecular beacon, Hinp1I cleavage, fluorescence | AID 588458 | 0.83% of 360,000 active | inhibition (reported as % activation of signal), % at 10 µM | P26358; in the data active means inhibition above about 50%
* = called active by the depositor; i = inactive; nt = no result given; + = active, no number; & = joins results of further samples; ! = not confirmed by another sample. Some of the compounds tested; rates above refer to the full screens.

STEP inh	Scp-1 inhibitor	Rpn11 inh	CSN deneddyl inh	LMPTP inh	SUMO1 PPI mod	NadD inh	Neddyl block	Rin1 Abl inh	DNMT1 inh	smiles
0	-14	i	-5	0.9	1	-7	i	1	1	C[N+]1(C)CCC(=C(c2ccccc2)c2ccccc2)CC1
-2	5	i	-1	-1.5	3	1	i	2	-5	C1COC(NC(C2CC2)C2CC2)=N1
5&-3&-4	-6&-1&-1	i	-3&3&-5	-1.5&-2.4&-2.1	0&0&1	-3&-2&-4	i	4&-2&3	1&1&2	Cc1ccc(N(CC2=NCCN2)c2cccc(O)c2)cc1
1	-9	i	4	-1.7	2	0	i	3	4	CNCCCN1c2ccccc2CCc2ccccc21
-2	15	i	1	0.8	10	3	i	5	8	Oc1ccc2c(c1)OCC1(O)Cc3cc(O)c(O)cc3C21 (centres undefined)
-5	4	i	0	-0.7	3	3	i	0	-1	CC1(C)O[C@H]2CC(=O)OC[C@@]23C1CC(=O)[C@]1(C)C3CC[C@@]2(C)[C@H](c3ccoc3)OC(=O)[C@H]3O[C@]321 (some centres undefined)
-2&2	-4&-6	i	-7&0	3.8&-1.0	-3&-5	-5&1	+!	18*!	3&10	Oc1ccc(C2CNCCc3c2cc(O)c(O)c3Cl)cc1 (centres undefined)
0	-9	i	0	-2.3	-1	8	i	-4	2	NOCC(=O)O
2	4	i	0	-0.3	5	2	i	0	3	CCCCNc1ccc(C(=O)OCCOCCOCCOCCOCCOCCOCCOCCOCCOC)cc1
3	-14	i	-3	-1.8	-1	-6	i	-2	0	CC12CCC(=O)C=C1CCC1C2CCC2(C)C1CCC2(O)C(=O)CO (centres undefined)
-2	1	i	-4	-1.0	6	-6	i	3	-2	CN(C)CCCC1(c2ccc(F)cc2)OCc2cc(C#N)ccc21 (centres undefined)
-3	-12	i	-4	-0.3	5	-7	i	0	6	CC(=O)Nc1ccc(CC(=O)O)cc1
1	1	i	-4	5.5	6	15	i	0	0	CCCCCC(=O)O[C@]1(C(C)=O)CC[C@H]2[C@@H]3CCC4=CC(=O)CC[C@]4(C)[C@H]3CC[C@@]21C
0	-14	i	4	-2.9	2	1	i	-1	4	NC(N)=O
-3	-20	i	1	4.1	14	14	i	-1	-31	COc1cc([C@@H]2Oc3cc(C4Oc5cc(O)cc(O)c5C(=O)[C@H]4O)ccc3O[C@H]2CO)ccc1O (some centres undefined)
-3	-3	i	1	-0.5	8	-3	i	0	2	CC(=O)CCCCn1c(=O)c2c(ncn2C)n(C)c1=O
-1	-2	i	2	-0.3	1	-6	i	7	1	COC(=O)C1=CO[C@@H](O[C@@H]2O[C@H](CO)[C@@H](O)[C@H](O)[C@H]2O)C2C1C[C@H](O)[C@@H]2C (some centres undefined)
4	-3	i	5	26	0	5	i	-2	2	NC1CCN(c2nc3c(cc2F)c(=O)c(C(=O)O)cn3-c2ccc(F)cc2F)C1 (centres undefined)
-2	-6	i	-4	0.3	3	4	i	-2	2	O=C(O)c1cccnc1Nc1cccc(C(F)(F)F)c1
1	-6	i	-5	-2.7	4	3	i	1	4	CCc1ccc(CCOc2ccc(CC3SC(=O)NC3=O)cc2)nc1 (centres undefined)
3	47	i	11	4.4	13	12	i	31*	13	Oc1cc2c(cc1O)[C@H]1c3ccc(O)c(O)c3OC[C@@]1(O)C2
0	7	i	2	0.2	2	-2	i	0	-1	C=CC1CN2CCC1CC2C(O)c1ccnc2ccc(OC)cc12 (centres undefined)
-1	-7	i	4	-0.8	-3	1	i	2	6	COc1ccc(C[C@H]2COC(=O)[C@@H]2Cc2ccc(OC3OC(CO)C(O)C(O)C3O)c(OC)c2)cc1OC (some centres undefined)
2	-11	i	2	-0.3	1	-1	i	-1	0	Cc1ccc(=O)n(-c2ccccc2)c1
99*	96*	i	55	86*	94*	26	i	61*	88*	O=c1oc2c(O)c(O)cc3c(=O)oc4c(O)c(O)cc1c4c23
-2	-11	i	-4	-2.3	7	1	i	2	7	COc1ccccc1N1CCN(CCCN=C2CC(=O)N(C)C(=O)N2C)CC1
0	34	i	3	4.4	17	1	i	-6	28	C=CC[n+]1ccc(/C=C2\C=Cc3cc(C)ccc3N2CC)c2ccccc21
1	-6	i	-3	-2.2	2	-2	i	-5	1	CCN(CC)CCOC(=O)c1ccc(N)cc1
-2	-9	i	-2	0.3	4	-6	i	-1	2	COc1ccc(C2CNC(=O)C2)cc1OC1CCCC1 (centres undefined)
6	9	i	-2	7.0	-16	-3	i	21*	1	Cc1c(C(=O)O)c(O)cc2c1C(=O)c1c(O)c([C@@H]3O[C@H](CO)[C@@H](O)[C@H](O)[C@H]3O)c(O)c(O)c1C2=O

Given tab-delimited: 2 of the compounds above
molecule	STEP inh	Scp-1 inhibitor	Rpn11 inh	CSN deneddyl inh	LMPTP inh	SUMO1 PPI mod	NadD inh	Neddyl block	Rin1 Abl inh	DNMT1 inh
COc1ccc(C[C@H]2COC(=O)[C@@H]2Cc2ccc(OC3OC(CO)C(O)C(O)C3O)c(OC)c2)cc1OC (some centres undefined)	-1	-7	i	4	-0.8	-3	1	i	2	6
Cc1ccc(=O)n(-c2ccccc2)c1	2	-11	i	2	-0.3	1	-1	i	-1	0

More records follow.
STEP inh	Scp-1 inhibitor	Rpn11 inh	CSN deneddyl inh	LMPTP inh	SUMO1 PPI mod	NadD inh	Neddyl block	Rin1 Abl inh	DNMT1 inh	smiles
0	-6	i	0	-0.6	-2	-6	i	-8	0	O=C(O)CCC(=O)c1ccc(-c2ccccc2)cc1
0	-6	i	-1	-0.3	4	-2	i	1	-1	CN(C)CCC[C@]1(c2ccc(F)cc2)OCc2cc(C#N)ccc21
5	-6	i	-3	2.8	-15	2	i	-2	3	COc1ccc(-c2cc(=O)c3c(O)cc(O[C@@H]4O[C@H](CO[C@@H]5O[C@@H](C)[C@H](O)[C@@H](O)[C@H]5O)[C@@H](O)[C@H](O)[C@H]4O)cc3o2)cc1O
0	-11	i	-3	-1.2	0	-4	i	-2	-1	CCCCNc1ccc(C(=O)OCCN(C)C)cc1
0	-12	i	-3	0.8	4	0	i	-2	-1	CCOC(=O)[C@H](CCc1ccccc1)N[C@@H](C)C(=O)N1Cc2ccccc2C[C@H]1C(=O)O
-3	-6	i	-3	-1.1	-1	4	i	2	-1	C/C=C/C(=O)N(CC)c1ccccc1C
0	-4	i	1	-1.8	1	-1	i	-2	0	CN1CCCN=C1COC(=O)C(O)(c1ccccc1)C1CCCCC1 (centres undefined)
-2	11	i	0	-0.7	0	-2	i	-3	15	CC1Cc2ccccc2N1NC(=O)c1ccc(Cl)c(S(N)(=O)=O)c1 (centres undefined)
0	-12	i	-3	-0.7	-4	-1	i	-3	-3	CCC(NC(C)C)C(O)c1ccc(O)c2[nH]c(=O)ccc12 (centres undefined)
-2	nt	i	7	-2.0	41*	12	i	7	1	CC1(C)C2CC[C@]3(C)[C@H](C(=O)C=C4[C@@H]5C[C@@](C)(C(=O)O)CC[C@]5(C)CC[C@]43C)[C@@]2(C)CC[C@@H]1O[C@H]1O[C@H](C(=O)O)[C@@H](O)[C@H](O)[C@H]1O[C@@H]1O[C@H](C(=O)O)[C@@H](O)[C@H](O)[C@H]1O (some centres undefined)
-12	-3	i	3	0.4	-2	-5	i	-3	-9	Cc1cccc2c1NC(=O)C2(c1ccc(O)cc1)c1ccc(O)cc1
0	-4	i	0	-0.3	3	3	i	0	-3	CC(C)=CCOc1c2ccoc2cc2oc(=O)ccc12
1	-9	i	3	44	5	4	i	3	-6	Cc1cncn1CCc1nc2c3ccccc3nc(SCC(=O)Nc3cccc(Cl)c3)n2n1
2	-6	i	1	0.1	16	-3	i	0	0	N[C@@H](Cc1c[nH]c2ccc(O)cc12)C(=O)O
-1	nt	i	-1	-1.1	-3	1	i	1	0	N#Cc1ccc(C(c2ccc(C#N)cc2)n2cncn2)cc1
4	-6	i	-1	1.0	-11	-11	nt	-2	3	C/C=C(/C)C(=O)OC(C)(C)[C@@H]1Cc2c(ccc3ccc(=O)oc23)O1
1	2	i	-4	-1.3	-9	-1	i	2	4	COc1cc(-c2oc3cc(O)cc(O)c3c(=O)c2O[C@@H]2O[C@H](COC3O[C@@H](C)[C@H](O)[C@@H](O)[C@H]3O)[C@@H](O)[C@H](O)[C@H]2O)ccc1O (some centres undefined)
5	12	i	-2	1.1	-16	9	i	3	4	COc1ccc(-c2cc(=O)c3c(O)cc(OC4OC(COC5OC(C)C(O)C(O)C5O)C(O)C(O)C4O)cc3o2)cc1O (centres undefined)

Four compounds out of the list, ordered by molecular weight, lowest first.
STEP inh	Scp-1 inhibitor	Rpn11 inh	CSN deneddyl inh	LMPTP inh	SUMO1 PPI mod	NadD inh	Neddyl block	Rin1 Abl inh	DNMT1 inh	smiles
0	-4	i	0	-0.3	3	3	i	0	-3	CC(C)=CCOc1c2ccoc2cc2oc(=O)ccc12
-1	nt	i	-1	-1.1	-3	1	i	1	0	N#Cc1ccc(C(c2ccc(C#N)cc2)n2cncn2)cc1
-12	-3	i	3	0.4	-2	-5	i	-3	-9	Cc1cccc2c1NC(=O)C2(c1ccc(O)cc1)c1ccc(O)cc1
1	2	i	-4	-1.3	-9	-1	i	2	4	COc1cc(-c2oc3cc(O)cc(O)c3c(=O)c2O[C@@H]2O[C@H](COC3O[C@@H](C)[C@H](O)[C@@H](O)[C@H]3O)[C@@H](O)[C@H](O)[C@H]2O)ccc1O (some centres undefined)
